RNase H inhibition: RNase H inhibition, HIV 1 Gag Pol polyprotein, FRET biochemical assay, screening (AID 372). inhibition, % at 10 µM; hits with a dose series show IC50 in µM. HIV-1 RT RNase H, FRET RNA/DNA substrate fluorescence; higher % means a stronger effect. hit rate 0.77% among 100,000; in the data active means inhibition above about 50%
Numbers without * were called inactive.

O=C1/C(=C\c2ccc(-c3cccc([N+](=O)[O-])c3)o2)SC(=S)N1CCc1ccccc1 was read as RNase H inhibition 17%.
Screening O=C(O)c1ccc(CN(c2ccccn2)S(=O)(=O)c2ccccc2)cc1 returned RNase H inhibition 11%.
For COc1ccccc1NC(=O)c1cc(-c2ccccc2)nc2ccccc12 the results were RNase H inhibition 0%.
CCOC(=O)C1=C(O)/C(=C/c2cc(OC)c(OC)c(OC)c2)SC1=Nc1ccc([N+](=O)[O-])cc1 was read as RNase H inhibition 5%.
COc1ccc(-c2csc(/C(C#N)=C/c3ccc(O)c(OC)c3)n2)cc1 was read as RNase H inhibition 22%.
Screening Cc1cc(Cl)ccc1NS(=O)(=O)c1cccc([N+](=O)[O-])c1 returned RNase H inhibition 0%.
COC(=O)C1C(=O)CC(C)(O)C(C(=O)OC)C1c1ccc2c(c1)OCO2 (configuration not stated) was read as RNase H inhibition 14%.
Screening COc1cccc(OCCOc2cccc(/C=C3/SC(=S)NC3=O)c2)c1 returned RNase H inhibition 29%.
Screening O=C1N/C(=N\N=C\c2ccc(O)cc2)SC1c1ccccc1 (configuration not stated) returned RNase H inhibition 2%.
CCOC(=O)c1c(NC(=O)c2cccc([N+](=O)[O-])c2C(=O)O)sc(C)c1C was read as RNase H inhibition 0%.
CCCC(=O)Nc1cc(-c2nc3cc(C)cc(C)c3o2)ccc1C was read as RNase H inhibition 16%.
Screening Cc1ccc(OCC(=O)Nc2ccc3c(c2)OCO3)c(C)c1 returned RNase H inhibition 2%.
For COc1ccc(CNC(=O)COc2ccccc2)cc1 the results were RNase H inhibition 0%.
`O/N=C(\C=N\O)C12CC3CC(CC(C3)C1)C2` gave RNase H inhibition 1%.
For COC(=O)c1ccc(N=Nc2sc3ccccc3c2O)cc1 the results were RNase H inhibition 20%.
Screening O=C1C(=Cc2ccc(OCc3ccc(F)cc3)cc2)C(=O)c2ccccc21 returned RNase H inhibition 0%.
Screening Cn1c(COc2nnc(-c3ccccc3)c3ccccc23)nc2ccccc21 returned RNase H inhibition 28%.
For S=C(NCc1ccccc1)N/N=C/c1ccc(-c2ccccc2)o1 the results were RNase H inhibition 11%.
`O=C(CC(c1ccccc1)c1ccccc1)Nc1ncccc1Cl` gave RNase H inhibition 3%.
`COc1cc(/C=C2\C(=O)NC(=O)N(c3cc(C)cc(C)c3)C2=O)cc([N+](=O)[O-])c1O` gave RNase H inhibition 0%.
Screening Cc1c(Cl)cccc1NC(=O)c1ccc(OCc2ccccc2)cc1 returned RNase H inhibition 12%.
`O=C(CN(Cc1ccccc1)Oc1ccccc1)N/N=C/c1ccc(Cl)c(Cl)c1` gave RNase H inhibition 13%.
Screening c1ccc(Oc2cccc(CN3CCN(c4ccccn4)CC3)c2)cc1 returned RNase H inhibition 11%.
For COc1cccc(C(=O)Nc2cccc(-c3nc4ccccc4o3)c2)c1 the results were RNase H inhibition 12%.
`CCOc1ccc2c(c1)C(=C1SC(C(=O)OC)=C(C(=O)OC)S1)C(=S)C(C)(C)N2C(C)=O` gave RNase H inhibition 3%.
For CCOc1ccccc1NC(=O)c1ccc(C)c([N+](=O)[O-])c1 the results were RNase H inhibition 6%.
For CC(=O)Oc1ccc(C(=O)Nc2ccc(-c3nc4ccc(C)cc4s3)cc2)cc1 the results were RNase H inhibition 42%.
For Cc1ccc(NC(=O)COc2ccc(C(C)(C)C)cc2)c([N+](=O)[O-])c1 the results were RNase H inhibition 0%.
Screening O=[N+]([O-])c1cc(C=Nc2cccc3ccccc23)ccc1Cl returned RNase H inhibition 20%.
`NS(=O)(=O)c1ccc(NC(=O)/C=C/c2ccc(F)cc2)cc1` gave RNase H inhibition 0%.
Screening O=[N+]([O-])c1ccc(COc2ccc(-c3csc(Nc4ccc(Cl)c(Cl)c4)n3)cc2)cc1 returned RNase H inhibition 21%.
For CCOC(=O)C(=CNc1ccc(Cl)cc1C)C(=O)OCC the results were RNase H inhibition 8%.
Screening O=C(COc1ccc(Cl)cc1)Nc1ccc(-c2nc3ccccc3o2)cc1 returned RNase H inhibition 46%.
O=C1c2ccccc2-c2onc3c(Oc4ccc(Cl)cc4)cc(Oc4ccc(Cl)cc4)c1c23 was read as RNase H inhibition 13%.
O=C(Nc1cccc(Cl)c1)OCc1ccccc1F was read as RNase H inhibition 21%.
`CC(=O)Oc1ccc(C)cc1N1C(=O)c2ccc(Oc3ccc([N+](=O)[O-])cc3)cc2C1=O` gave RNase H inhibition 21%.
Screening Cc1cc(C)cc(N(CC(=O)N2CCC(C)CC2)S(=O)(=O)c2ccccc2)c1 returned RNase H inhibition 6%.
Screening COc1cc(CN2CCN(Cc3ccc(Cl)cc3)CC2)cc(OC)c1 returned RNase H inhibition 0%.
For CCOC(=O)C1=C(C)N=c2s/c(=C/c3cc(Br)cc(OC)c3O)c(=O)n2C1c1cccs1 (configuration not stated) the results were RNase H inhibition 8%.
Oc1ccc(Br)cc1C=Nc1ccncc1 was read as RNase H inhibition 20%.
`COc1ccc(Br)cc1CN1CCN(Cc2ccccn2)CC1` gave RNase H inhibition 5%.
CCCCOc1ccc(C(=O)NC(=S)Nc2ccc(Br)cn2)cc1 was read as RNase H inhibition 3%.
`CC(C)P(=O)(c1cccc(C(=O)O)c1)C(C)C` gave RNase H inhibition 9%.
For N#Cc1c(-c2ccc(Br)cc2)cc(-c2ccc3c(c2)OCO3)c(C#N)c1N the results were RNase H inhibition 48%.
`COc1ccc(N(CC(=O)NC2CCCCC2)S(=O)(=O)c2ccccc2)cc1Cl` gave RNase H inhibition 17%.
Screening CCOc1ccccc1N1CCN(Cc2ccc([N+](=O)[O-])o2)CC1 returned RNase H inhibition 14%.
Screening CCN1C(=O)/C(=C\c2ccc(F)cc2)SC1=S returned RNase H inhibition 3%.
`CCN(CC)CCCCOc1cc(C)ccc1Cl` gave RNase H inhibition 21%.
Screening Cn1c(=O)c([N+](=O)[O-])c(N2CCCCC2)c2ccccc21 returned RNase H inhibition 2%.
Screening Cc1ccc(/C=N/NC(=O)Nc2ccccc2)o1 returned RNase H inhibition 5%.
`N#Cc1cnc(Nc2ccc(Cl)cc2)c(C#N)c1Nc1ccccc1` gave RNase H inhibition 13%.
COc1cccc(CN2CCN(C(=O)c3cccc(OC)c3)CC2)c1 was read as RNase H inhibition 2%.
COc1cccc(CN2CCN(Cc3ccccc3C(F)(F)F)CC2)c1OC was read as RNase H inhibition 8%.
For O=c1oc(/C=C/c2ccco2)nc2sc3c(c12)CCC3 the results were RNase H inhibition 0%.
CC(C)(C)OC(=O)N1N=C2CCCCC2C1(O)C(F)(F)F (configuration not stated) was read as RNase H inhibition 0%.
COc1ccc(C(=O)Nc2ccccc2)cc1NC(=O)c1cccc(F)c1 was read as RNase H inhibition 10%.
`CC(=C/c1ccccc1)/C=N/NC(=O)c1ccccn1` gave RNase H inhibition 14%.
Screening COc1ccccc1C(=O)Nc1ccc2oc(-c3cc(Br)ccc3Cl)nc2c1 returned RNase H inhibition 16%.
S=c1n(CN2CCOCC2)nc(-c2ccccc2Br)n1-c1ccccc1 was read as RNase H inhibition 0%.
`O=C(Nc1cccc(S(=O)(=O)c2cccc(NC(=O)C(F)(F)F)c2)c1)C(F)(F)F` gave RNase H inhibition 9%.
For O=C(/C=C/c1ccc2c(c1)OCO2)Nc1ccc2ccccc2c1 the results were RNase H inhibition 11%.
`CN(CCO)c1nc(-c2ccccc2)c2cc(Cl)ccc2n1` gave RNase H inhibition 50%*.
O=C(OCCC1(c2ccccc2)C(=O)c2ccccc2C1=O)c1ccc(Cl)cc1 was read as RNase H inhibition 5%.
`Cc1cc(C)c(N2C(=O)c3ccc(-c4nc5ccccc5c(=O)o4)cc3C2=O)c(C)c1` gave RNase H inhibition 54%*.
O=C(c1nn2c(c1Cl)NC(c1cccs1)CC2C(F)(F)F)N(Cc1ccccc1)Cc1ccccc1 (configuration not stated) was read as RNase H inhibition 11%.
For CC(C)Oc1ccc(C(=O)NC(=S)Nc2cc(C(F)(F)F)ccc2Cl)cc1 the results were RNase H inhibition 17%.
CCCCS(=O)(=O)C(=C(Nc1ccc(CC)cc1)Nc1ccc(CC)cc1)S(=O)(=O)CCCC was read as RNase H inhibition 17%.
Screening O=Cc1ccc(-c2cc(Cl)cc(Cl)c2)o1 returned RNase H inhibition 27%.
Cc1ccc(S(=O)(=O)N(CCC#N)CCC#N)cc1 was read as RNase H inhibition 4%.
Screening COC(=O)c1ccc(-n2c(C)cc(/C=C3\C(=O)NC(=O)N(c4ccc(OC)cc4)C3=O)c2C)cc1 returned RNase H inhibition 10%.
`O=C(NC(=S)Nc1ccc(Cl)cn1)c1ccccc1I` gave RNase H inhibition 49%.
CCOC(=O)c1ccc(NC(=O)CN(c2ccc(F)cc2)S(=O)(=O)c2ccccc2)cc1 was read as RNase H inhibition 13%.
For O=C(Nc1ccccc1)c1ccccc1OCC(O)CN(Cc1ccccc1)Cc1ccccc1 (configuration not stated) the results were RNase H inhibition 12%.
For COc1ccc(C(=O)N2CCN(C(c3ccccc3)c3ccccc3)CC2)cc1OC the results were RNase H inhibition 13%.
For CCc1ccc2c(c1)C(c1ccccc1)C(=O)O2 (configuration not stated) the results were RNase H inhibition 23%.
For Cc1ccc(-c2nc3ccccc3o2)cc1NC(=O)/C=C/c1ccc(Cl)cc1Cl the results were RNase H inhibition 45%.
For CC(=O)N1c2ccccc2NC2=C(C(=O)CC(c3ccccc3)C2)C1c1cccs1 (configuration not stated) the results were RNase H inhibition 7%.
For O=C(Nc1ccc(Cl)c(-c2nc3cc(Cl)ccc3o2)c1)c1ccccc1[N+](=O)[O-] the results were RNase H inhibition 12%.
NS(=O)(=O)c1ccc(N/C=C\C(=O)c2ccc(F)cc2)cc1 was read as RNase H inhibition 14%.
For COc1cc(/C=C2\SC(N)=NC2=O)cc(I)c1OCc1ccccc1C the results were RNase H inhibition 48%.
`CS(=O)(=O)N1CCN(C(=O)c2ccc([N+](=O)[O-])cc2)CC1` gave RNase H inhibition 1%.
Screening COc1ccc(C(=O)c2c(N)c(C#N)c(C)n2-c2ccccc2)cc1 returned RNase H inhibition 7%.
For Cc1cc(C)c(N2C(=O)NC(=O)C(=Cc3ccoc3)C2=O)c(C)c1 the results were RNase H inhibition 10%.
`Cc1ccc2c(Cl)c(C(=O)Nc3cc(Cl)ccc3C)sc2c1` gave RNase H inhibition 0%.
For COc1cc(Cl)cc(/C=N/NC2=NS(=O)(=O)c3ccccc32)c1O the results were RNase H inhibition 3%.
Screening CCOc1ccc(-n2nc3ccc(NC(=O)c4ccc(OC)c(Br)c4)cc3n2)cc1 returned RNase H inhibition 14%.
O=C(COC(=O)c1ccccc1)c1ccc2c(c1)OCCO2 was read as RNase H inhibition 4%.
CCOC(=O)c1ccc(Nc2cc(-c3ccccc3)nc(-c3ccccc3)n2)cc1 was read as RNase H inhibition 16%.
`Cc1ccc(NC(=O)Cc2nc3ccccc3n2CCC#N)cc1` gave RNase H inhibition 2%.
Screening COc1ccc(-n2nc3cc(C)c(NC(=O)COc4ccc(C)c(C)c4)cc3n2)cc1 returned RNase H inhibition 10%.
COc1ccc(N(CC(=O)Nc2ccc(F)cc2)S(C)(=O)=O)cc1 was read as RNase H inhibition 0%.
Screening CC(=O)c1ccc(NC(=S)NC(=O)c2ccccc2C)cc1 returned RNase H inhibition 21%.
Screening COc1cc(CN2CCC(C)CC2)cc(I)c1O returned RNase H inhibition 12%.
CCOc1ccc2c(c1)C(c1ccccc1C(F)(F)F)CC(=O)N2 (configuration not stated) was read as RNase H inhibition 12%.
Screening CCCOc1ccccc1C1C2=C(CCCC2=O)NC(CC)=C1C(=O)OCC (configuration not stated) returned RNase H inhibition 17%.
CCC(=O)NC(c1cccc([N+](=O)[O-])c1)c1ccc2cccnc2c1O (configuration not stated) was read as RNase H inhibition 11%.

14 consecutive records out of the list so far, quoted:
For Cc1cc(C)c(N2C(=O)NC(=O)C(=Cc3ccoc3)C2=O)c(C)c1 the results were RNase H inhibition 10%.
`Cc1ccc2c(Cl)c(C(=O)Nc3cc(Cl)ccc3C)sc2c1` gave RNase H inhibition 0%.
For COc1cc(Cl)cc(/C=N/NC2=NS(=O)(=O)c3ccccc32)c1O the results were RNase H inhibition 3%.
Screening CCOc1ccc(-n2nc3ccc(NC(=O)c4ccc(OC)c(Br)c4)cc3n2)cc1 returned RNase H inhibition 14%.
O=C(COC(=O)c1ccccc1)c1ccc2c(c1)OCCO2 was read as RNase H inhibition 4%.
CCOC(=O)c1ccc(Nc2cc(-c3ccccc3)nc(-c3ccccc3)n2)cc1 was read as RNase H inhibition 16%.
`Cc1ccc(NC(=O)Cc2nc3ccccc3n2CCC#N)cc1` gave RNase H inhibition 2%.
Screening COc1ccc(-n2nc3cc(C)c(NC(=O)COc4ccc(C)c(C)c4)cc3n2)cc1 returned RNase H inhibition 10%.
COc1ccc(N(CC(=O)Nc2ccc(F)cc2)S(C)(=O)=O)cc1 was read as RNase H inhibition 0%.
Screening CC(=O)c1ccc(NC(=S)NC(=O)c2ccccc2C)cc1 returned RNase H inhibition 21%.
Screening COc1cc(CN2CCC(C)CC2)cc(I)c1O returned RNase H inhibition 12%.
CCOc1ccc2c(c1)C(c1ccccc1C(F)(F)F)CC(=O)N2 (configuration not stated) was read as RNase H inhibition 12%.
Screening CCCOc1ccccc1C1C2=C(CCCC2=O)NC(CC)=C1C(=O)OCC (configuration not stated) returned RNase H inhibition 17%.
CCC(=O)NC(c1cccc([N+](=O)[O-])c1)c1ccc2cccnc2c1O (configuration not stated) was read as RNase H inhibition 11%.

Further entries
For N#CC1=C(N)Oc2c(ccc3ccccc23)C1c1cccc(Cl)c1Cl (configuration not stated) the results were RNase H inhibition 20%.
`O=C(CCCN1C(=O)/C(=C/c2ccccc2Cl)SC1=S)Nc1cccc(O)c1` gave RNase H inhibition 23%.
O=C(NC(Cc1ccccc1)C(=O)O)/C(=C\c1ccc2c(c1)OCO2)NC(=O)c1ccco1 (configuration not stated) was read as RNase H inhibition 10%.
Screening Cc1ccc(Cl)cc1NC(=O)C1CC(=O)N(c2cccc([N+](=O)[O-])c2)C1 (configuration not stated) returned RNase H inhibition 8%.
Screening COc1ccc(-c2nc(NC(=O)c3ccco3)sc2-c2ccc([N+](=O)[O-])cc2)cc1 returned RNase H inhibition 6%.
For Cc1ccc(-n2c(C)cc(/C=C(/C#N)C(=O)Nc3ccccc3C)c2C)c(C)c1 the results were RNase H inhibition 3%.
Screening Cc1ccc(C(=O)NC(=S)Nc2ccc(Cl)cc2)cc1C returned RNase H inhibition 3%.

From PubChem BioAssay

This is a subset (hit frequency here may not be typical).
